CHOP inhibitor – CHOP inhibition in unfolded protein response; CHO-K1 CHOP-promoter luciferase, tunicamycin-induced, 15-18 h; inhibition, % at 10 µM; 220,000 compounds, 3.8% hits;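 active = compounds that reduced the stress-induced luciferase reporter signal by more than about 70% of percent inhibition, limit read from the data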;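 note: 0% = tunicamycin plus vehicle and 100% = wells without tunicamycin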
NPY1 pot ag – potentiates or activates human NPY-Y1 receptor; activation, % at 3.6 µM; P25929; AID 1304; NPY-Y1 expressing cells, potentiator/agonist activation; 220,000 compounds, 0.37% hits; in the data active = activation above about 33%, passing the limit was not always enough;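 note: cells stimulated with NPY at EC10 then isoproterenol at EC100; 0% = low agonist plus stimulus and 100% = saturating agonist plus stimulus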
Target sequence (P25929 whole entry, looked up): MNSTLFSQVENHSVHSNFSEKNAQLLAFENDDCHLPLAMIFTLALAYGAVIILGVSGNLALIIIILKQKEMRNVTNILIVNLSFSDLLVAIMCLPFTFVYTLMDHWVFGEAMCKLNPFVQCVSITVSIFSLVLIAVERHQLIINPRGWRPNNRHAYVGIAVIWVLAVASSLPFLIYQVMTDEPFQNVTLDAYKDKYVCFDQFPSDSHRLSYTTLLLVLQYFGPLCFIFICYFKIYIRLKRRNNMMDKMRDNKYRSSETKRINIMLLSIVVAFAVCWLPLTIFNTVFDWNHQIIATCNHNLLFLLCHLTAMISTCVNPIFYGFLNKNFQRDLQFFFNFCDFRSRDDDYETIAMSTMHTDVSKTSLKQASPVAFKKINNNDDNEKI
TRPN1 ag – zebrafish TRPN1 (NompC) channel agonism; HEK293 zebrafish TRPN1-YFP, Fluo-8 calcium fluorescence; 100% = response to 87 µM carbachol; 220,000 compounds, 0.18% hits; activation, % at 3 µM;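 active = activation above its plate's cutoff, the mean activation of test wells on that plate plus 3 SD, cut at about 19% in these data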;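 note: 0% = DMSO alone and 100% = 87 µM carbachol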
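Assay system: Zebrafish TRPN1-YFP in HEK293 cells | Incubation: Dye loading 1 h at 37 °C, then 30 min room temperature | Measured by: Kinetic Fluo-8 fluorescence, ex 470-495, em 515-575 nm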
EP2 modulator – modulates human prostaglandin E2 receptor EP2 signaling. 260,000 compounds, 0.83% hits. induction, % at 25 µM. EP2-expressing cells, cAMP HTRF FRET, PGE2 co-stimulation. P43116;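 active = compounds whose cAMP rise, as percent of the full-agonist control response, exceeds 60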;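 note: rat C6 glioma line stably carrying human EP2 under a CMV promoter; the protocol text gives 20 µM as final concentration; 100% = response of wells given 1 µM PGE2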
Target sequence (P43116 whole entry, looked up): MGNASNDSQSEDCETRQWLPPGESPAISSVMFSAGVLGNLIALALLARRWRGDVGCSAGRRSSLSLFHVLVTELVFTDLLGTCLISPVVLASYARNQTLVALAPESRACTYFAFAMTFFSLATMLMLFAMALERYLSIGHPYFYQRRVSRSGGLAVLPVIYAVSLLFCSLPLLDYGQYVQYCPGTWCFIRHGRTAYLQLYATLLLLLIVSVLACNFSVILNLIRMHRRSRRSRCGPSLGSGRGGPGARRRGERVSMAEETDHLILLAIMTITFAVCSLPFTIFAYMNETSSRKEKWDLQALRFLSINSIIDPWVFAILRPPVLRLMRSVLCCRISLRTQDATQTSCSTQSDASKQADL
TRPML3 ag – agonists of human TRPML3 channel | Q8TDD5 | HEK293 TRPML3-YFP, Fluo-8 calcium fluorescence; 100% = the carbachol control signal | activation, % at 3 µM | 220,000 compounds, 0.29% hits;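 active = activation above its plate's cutoff, the mean activation of the plate's test wells plus 3 SD, cut at about 12% in these data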;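 note: 0% = DMSO only wells and 100% = carbachol wells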
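Material: HEK293 cells stably carrying human TRPML3-YFP; compound dosing: single dose, 3 µM final nominal compound, 0.3% DMSO final; incubation: 1-h 37 °C dye load, 5-s basal, 120-s post-compound reads; technique: Fluo-8 intracellular calcium fluorescence, excitation 470-495 nm, emission 515-575 nm; read-out basis: percent activation from peak-to-basal fluorescence ratio, scaled between DMSO and carbachol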
NPY-Y1 antag – blocks the human neuropeptide Y Y1 receptor; 200,000 compounds, 1% hits; HEK293-CNG Y1 cells, membrane potential fluorescence; NPY at EC95, then isoproterenol; P25929; inhibition, % at 3.6 µM;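 active = inhibition above the campaign mean inhibition of all tested compounds plus 3 SD, cut at about 20% in these data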;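 note: 0% = DMSO wells given NPY plus isoproterenol and 100% = isoproterenol alone without NPY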
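Test system: HEK293 cells co-expressing NPY Y1 receptor and cyclic-nucleotide gated channel; Also added: NPY (25 nM), isoproterenol (1 µM), Ro 20-1724 (25 µM); Compound dosing: one concentration, 3.6 µM, in 0.4% DMSO; Timing: dye 3 h, compound 60 min room temperature, stimulation 45 min; Technique: Membrane-potential fluorescent dye readout.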
S1P4 ag – human S1P4 receptor agonism. O95977. S1P4-expressing cell line, agonist reporter assay. activation, % at 4.98 µM. 220,000 compounds, 0.35% hits. AID 1509; in the data active = activation above about 11%;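 note: 0% = DMSO vehicle and 100% = reference agonist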
NPY2 pot ag – potentiates or activates human NPY-Y2 receptor. P49146. cells expressing NPY-Y2, potentiator/agonist read-out. activation, % at 3.6 µM. 220,000 compounds, 0.45% hits. AID 1359; in the data active = activation above about 27%;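 note: cells stimulated with NPY near EC25 plus isoproterenol at EC100; 0% = vehicle plus submaximal agonist and 100% = vehicle plus saturating agonist; some results beyond the cut were filed as inactive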
S1P4 antagonist – human S1P4 receptor antagonism. 220,000 compounds, 0.26% hits. inhibition, % at 4.98 µM. S1P4-expressing cells, antagonist mode, reporter read-out. O95977; in the data active = inhibition above about 29%;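 note: 0% = wells stimulated with agonist and 100% = vehicle wells without agonist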
Starred values were filed as active, the others as inactive; x = not tested or not shown; & = joins results of further samples.

(1) Cc1cccc(-n2cc(-c3ccccc3)c3c(N4CCOCC4)ncnc32)c1
(2) CCCOc1ccc(/C=N/Nc2ccc(C(=O)O)cc2)c(OCCC)c1
(3) S=c1[nH]nc(Nc2ccccc2)s1
(4) Cc1ccc(-c2cc(C(=O)Nc3cnn(C45CC6CC(CC(C6)C4)C5)c3)no2)cc1
(5) CCC(NS(=O)(=O)c1ccc(C)cc1)C(=O)N1CCN(c2ccccn2)CC1 (configuration not stated)
(6) CCc1cccc(C)c1NC(=S)N(CCN(C)C)C(C)c1ccco1 (configuration not stated)
(7) CC1=C(C(=O)Nc2ccc(C)cc2)C(c2ccc(C)o2)C2=C(CC(C)(C)CC2=O)N1 (configuration not stated)
(8) Cc1ccc(-c2cc(-c3n[nH]c(=S)o3)c3ccccc3n2)cc1
(9) Cc1ccc(C(=O)CSc2cc(C)nc(SCC(=O)c3ccccc3)n2)cc1
(10) CCc1ccc(NC(=S)N(Cc2ccccc2)Cc2ccccn2)cc1

Screen / compound no.,1,2,3,4,5,6,7,8,9,10
CHOP inhibitor,55.3,-11.2,3.7,32.5,-17.4,-17.6,11.6,23.0,5.4,11.4
NPY1 pot ag,-11.6,15.4,8.4,9.6,-1.1,-0.9,-3.4,3.9,-10.8,0.3
TRPN1 ag,1.8,-3.0,-0.8,0.6,1.6,1.2,0.7,-0.9,-1.9,0.3
EP2 modulator,35.9,88.1*,-29.6&4.3,4.5,-5.0,1.5,21.8,-3.9,15.7,70.0*
TRPML3 ag,1.2,-1.1,0.7,0.4,0.8,0.4,-0.7,-0.2,0.6,-0.4
NPY-Y1 antag,-1.1,0.7,7.8,8.8,9.6,x,-4.9,-1.0,10.1,0.8
S1P4 ag,-1.5,11.7*,0.1,-0.8,0.0,-1.1,0.8,-0.1,-0.6,0.4
NPY2 pot ag,12.5,30.4*,-2.4,3.3,-1.9,-9.5,-26.3,-1.2,-6.2,-4.2
S1P4 antagonist,3.3,13.0,-4.8,16.7,-3.7,-21.8,-6.0,-10.1,0.8,2.9

(11) O=C(N/N=C\c1ccccn1)C1c2ccccc2Oc2ccccc21
(12) Cc1cccc(/C(N)=N/OC(=O)N2c3ccccc3Sc3ccccc32)c1
(13) Cc1nc2ccccc2n1CCC(=O)O
(14) Cc1ccc(NS(=O)(=O)c2cccc(C(=O)Nc3c(C)n(C)n(-c4ccccc4)c3=O)c2)cc1
(15) O=C1NN=C(c2ccc(Cl)cc2)CC1c1cccc(Cl)c1 (configuration not stated)
(16) O=C(c1cccc(S(=O)(=O)Nc2ccccc2Cl)c1)N1CCN(C(=O)c2ccco2)CC1
(17) CCOC(=O)CCCNC(=O)c1cncc(O)c1
(18) O=S(Cc1ccccc1)CC(O)(c1ccccc1)c1ccccc1 (configuration not stated)
(19) O=C(NCC(=O)N(Cc1ccco1)C(C(=O)NC1CCCCC1)c1ccncc1)c1cccs1 (configuration not stated)
(20) CCOc1cc(S(=O)(=O)NCCc2ccccc2C)c(OCC)cc1-n1cnnn1

Screen / compound no.,11,12,13,14,15,16,17,18,19,20
CHOP inhibitor,18.6,62.2,16.8,7.0,101.7*,-16.8,17.8,32.4,-24.0,-5.4
NPY1 pot ag,0.2,18.8,4.6,-17.7,-22.0,0.7,-12.2,-16.1,18.1,-18.4
TRPN1 ag,-1.1,-1.5,-0.4,0.9,-1.9,0.9,-1.0,-0.2,2.2,-0.8
EP2 modulator,12.9,-24.4,4.5,-4.5,-24.0,18.6,29.3,14.9,33.2,40.4
TRPML3 ag,-0.9,-1.1,0.8,0.3,-0.4,0.6,0.4,-0.5,0.3,0.6
NPY-Y1 antag,-0.3,-1.6,5.0,x,3.1,-2.1,-3.3,0.1,x,-0.3
S1P4 ag,-0.3,-0.1,-6.6,0.9,-1.1,0.4,2.8,-1.0,0.2,-2.5
NPY2 pot ag,12.5,27.8,6.7,57.8*,8.3,3.6,11.7,-9.2,-18.0,-11.0
S1P4 antagonist,0.6,-20.8,1.9,1.5,-4.4,-5.6,-2.3,11.8,-9.0,9.2

(21) COc1ccc(NC(=O)CCN2CCN(S(=O)(=O)c3ccc(C(C)C)cc3)CC2)cc1
(22) Cc1cc(C(=O)OCC(=O)c2ccc3c(c2)OCCO3)c(C)o1
(23) COc1ccc(-n2c(C)cc(C(=O)COC(=O)c3cc(NC(=O)c4cccs4)c(OC)c(OC)c3)c2C)cc1
(24) CN1CCOCCOCCOCCN(C)C1=S
(25) Cc1cc(C)n2nc(C(=O)N/N=C/c3cccs3)nc2n1
(26) Cc1cccc(-n2c(SCC(=O)Nc3ncc(Cl)cc3Cl)nc3ccccc32)c1
(27) CCN(CC)S(=O)(=O)c1ccc(OC)c(NC(=O)c2ccc([N+](=O)[O-])cc2)c1
(28) CCCCCCCCCCCCCCCC[n+]1ccc(C(N)=O)cc1
(29) Cc1ccc(NC(=O)C2=CCN(S(=O)(=O)c3ccc(F)cc3)CC2)cc1
(30) CC1=C(C)/C(=N\OC(=O)/C=C/c2ccccc2)C=CC1=O

Screen / compound no.,21,22,23,24,25,26,27,28,29,30
CHOP inhibitor,11.8,-19.6,26.8,-20.3,-16.0,46.7,14.6,70.4*,24.2,104.4*
NPY1 pot ag,11.9,-1.9,-17.6,11.0,-0.8,-24.9,1.9,-12.8,-15.8,-8.3
TRPN1 ag,-0.8,-1.0,0.5,0.4,3.8,0.4,2.1,0.7,-0.8,0.5
EP2 modulator,-12.1,24.6,17.2,21.2,30.5,26.6,-1.1,-7.3,-28.3,-23.2
TRPML3 ag,-0.2,0.5,0.3,0.2,0.9,-0.5,0.4,0.5,0.2,-0.2
NPY-Y1 antag,-2.6,9.7,2.3,10.9,0.2,4.7,6.4,-2.5,-1.5,-3.9
S1P4 ag,-0.5,-0.7,-2.4,0.4,3.2,-0.1,-0.7,-0.2,0.0,-0.3
NPY2 pot ag,-17.2,2.4,1.8,-2.2,4.3,-26.1,2.0,7.6,-7.8,-20.7
S1P4 antagonist,-4.8,12.2,-4.2,-7.3,-5.6,-7.6,-5.3,-4.9,7.8,-1.1

From no. 21 up to 23, copied from above:
(21) COc1ccc(NC(=O)CCN2CCN(S(=O)(=O)c3ccc(C(C)C)cc3)CC2)cc1
(22) Cc1cc(C(=O)OCC(=O)c2ccc3c(c2)OCCO3)c(C)o1
(23) COc1ccc(-n2c(C)cc(C(=O)COC(=O)c3cc(NC(=O)c4cccs4)c(OC)c(OC)c3)c2C)cc1

Screen / compound no.,21,22,23
CHOP inhibitor,11.8,-19.6,26.8
NPY1 pot ag,11.9,-1.9,-17.6
TRPN1 ag,-0.8,-1.0,0.5
EP2 modulator,-12.1,24.6,17.2
TRPML3 ag,-0.2,0.5,0.3
NPY-Y1 antag,-2.6,9.7,2.3
S1P4 ag,-0.5,-0.7,-2.4
NPY2 pot ag,-17.2,2.4,1.8
S1P4 antagonist,-4.8,12.2,-4.2

Additional results follow.
(31) Cc1cc(C)nc(SCc2ccc(C(=O)N/N=C3\CC(C)CC(C)(C)C3)cc2)n1 (configuration not stated)
(32) CCC1(CC)NC(=O)N(CC(=O)OCC(=O)Nc2ccc(F)c(F)c2F)C1=O
(33) COC(c1ccccc1)c1nnc(CCC(=O)NC2CCCCC2)o1 (configuration not stated)
(34) O=C(CSc1nnc2sc3ccccc3n12)c1ccco1
(35) CCN(CC)S(=O)(=O)c1cccc(NC(=O)CNC2CCCCCC2)c1
(36) COc1ccc(Cc2nnc(NC(=O)CSc3ccccc3)s2)cc1
(37) COc1ccc2c(Cl)c(-c3nnc(SCC(=O)c4ccccc4)n3C)sc2c1
(38) Cc1cccc(Nc2nnc(SCC(=O)NC(=O)Nc3ccc4c(c3)OCCO4)s2)c1
(39) CN(C)S(=O)(=O)c1ccc(NC(=O)c2c(F)cccc2Cl)cc1
(40) Cc1nnc2sc(-c3ccncc3)nn12

Screen / compound no.,31,32,33,34,35,36,37,38,39,40
CHOP inhibitor,19.1,26.9,7.1,-19.0,-10.6,37.0,61.9,45.1,23.1,3.3
NPY1 pot ag,-3.6,10.6,17.4,11.8,-20.8,2.6,-14.9,5.6,32.0,5.5
TRPN1 ag,-0.8,1.2,1.6,-0.1,-0.4,0.0,-0.6,-0.9,1.7,0.5
EP2 modulator,-9.2,-1.3,35.8,18.4,-34.0,6.4,-2.4,3.3,-11.8,17.4
TRPML3 ag,0.5,2.6,0.6,0.8,0.9,-0.3,0.0,0.4,0.8,0.5
NPY-Y1 antag,2.9,-1.1,-6.4,2.9,x,-1.9,3.5,-0.9,-7.3,7.3
S1P4 ag,0.6,0.9,0.6,-4.4,1.6,-1.6,0.2,0.5,0.8,1.3
NPY2 pot ag,-1.9,2.6,4.7,-2.1,-12.8,0.1,-8.0,8.1,5.8,3.3
S1P4 antagonist,-7.4,5.4,-13.1,-15.0,-8.7,-3.4,-2.9,-7.9,-3.0,-0.7

(41) Cc1nc2sccn2c(=O)c1CCN1CCC(=C(c2ccc(F)cc2)c2ccc(F)cc2)CC1
(42) Cc1ncc(CO)c(/C=N/NC(=S)Nc2cccc(Cl)c2)c1O
(43) N=c1c2c3c(sc2ncn1Cc1ccco1)CCCCC3
(44) O=C(O)c1cc(C(=O)O)c(-c2ccccc2)c(C(=O)O)c1
(45) Fc1ccc(CNC(=S)Nc2ccc(Cl)cc2)cc1
(46) COc1cc(C2C(C#N)=C(N)N(c3sc4c(c3C#N)CCCC4)C3=C2C(=O)CC(C)(C)C3)cc(OC)c1OC (configuration not stated)
(47) CCN1CCCC1CNC(=O)c1cc(NC(C)=O)c(N(C)C)cc1OC (configuration not stated)
(48) Cc1cc(SCC(=O)c2ccccc2)nc(SCC(=O)c2ccccc2)n1
(49) Cc1c(C(=O)NCCc2ccc(S(N)(=O)=O)cc2)cccc1[N+](=O)[O-]
(50) O=C(O)CCS(=O)(=O)c1nc(-c2cccs2)cc(C(F)(F)F)n1
(51) CS(=O)(=O)n1nc(-c2cccnc2)nc1NCc1ccccc1

Screen / compound no.,41,42,43,44,45,46,47,48,49,50,51
CHOP inhibitor,31.9&-5.0,51.6,-0.3,19.1,57.5,-6.2,-26.1,15.9,-1.1,-42.4,-5.3
NPY1 pot ag,-58.5,-5.2,-23.6,3.4,-17.8,6.0,-53.4,-44.7,-6.7,-26.3,0.5
TRPN1 ag,-1.3,1.5,-1.6,-0.1,4.5,-1.0,1.1,4.2,0.4,-0.5,-0.4
EP2 modulator,13.2&14.8,-18.6,-4.2,6.9,-16.2,-23.8,15.4,24.7,8.0,32.3,14.4
TRPML3 ag,-0.4,0.4,0.7,0.4,2.4,-0.6,0.1,0.4,0.1,0.4,0.1
NPY-Y1 antag,28.6*,-3.9,5.1,-3.0,-2.2,0.9,-1.8,18.3,3.4,3.6,0.0
S1P4 ag,0.0,-1.1,0.0,2.3,-1.8,-0.3,0.0,-0.7,2.5,3.0,-1.4
NPY2 pot ag,-20.8,7.0,11.4,18.4,-6.0,11.7,1.9,-9.0,-6.8,-23.9,-13.9
S1P4 antagonist,-1.1,9.6,0.8,0.3,2.7,-2.1,-7.9,-17.1,19.9,-14.5,1.4
